CBFb RUNX1 block = inhibitors of human CBF-beta and RUNX1 interaction | AlphaScreen CBFb-His/RUNX1-biotin binding, biochemical | Potency, µM (titrated, usually from 59.8 µM), for the others: top-dose activity, negative = inhibition, usual class: inhibitors | 230,000 tested, under 10 active; further: % of control where 0% means no effect
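CBF-beta (His) and RUNX1 (biotin), 30 nM each; 20 min preassociation; + compound, 15 min; + beads 50 ng each (Ni, streptavidin), 90 min; RT; AlphaScreen read.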
Luc counter = blocks Kinase-Glo luciferase, a counter-screen artifact. Q27757. Kinase-Glo luciferase, ATP luminescence, 8 min. Potency, µM (doses to about 38.3 µM), without a hit: at the top dose activity change, negative = inhibition, hits mostly inhibitors. 0.28% of 200,000 active. AID 1379; further: potency means the concentration at half of the fitted maximal effect; on the % scale 0 is the no-effect control and ±100 the full control effect; nearly all actives have a fitted effect of over 60% in size
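Recombinant Kinase-Glo luciferase, 10 uM ATP (linear range), luciferin; imidazole pH 7.2 / KCl / MgCl2 / Tween / BSA buffer; 8 min RT; luminescence.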
NPSR antag = antagonists of human neuropeptide S receptor cAMP signaling; CHO-NPSR cells, cAMP TR-FRET, antagonist mode; Potency, µM (series often up to 38.3 µM), for inactives: at the highest dose activity change, negative = inhibition, usual class: inhibitors; 1% of 220,000 active; AID 1461; further: potency means the concentration at half of the fitted maximal effect; on the % scale 0 is the no-effect control and ±100 the full control effect; nearly all actives have a fitted effect of over 50% in size; many of its hits are not listed in these tables
Target sequence (Q6W5P4 whole entry, looked up): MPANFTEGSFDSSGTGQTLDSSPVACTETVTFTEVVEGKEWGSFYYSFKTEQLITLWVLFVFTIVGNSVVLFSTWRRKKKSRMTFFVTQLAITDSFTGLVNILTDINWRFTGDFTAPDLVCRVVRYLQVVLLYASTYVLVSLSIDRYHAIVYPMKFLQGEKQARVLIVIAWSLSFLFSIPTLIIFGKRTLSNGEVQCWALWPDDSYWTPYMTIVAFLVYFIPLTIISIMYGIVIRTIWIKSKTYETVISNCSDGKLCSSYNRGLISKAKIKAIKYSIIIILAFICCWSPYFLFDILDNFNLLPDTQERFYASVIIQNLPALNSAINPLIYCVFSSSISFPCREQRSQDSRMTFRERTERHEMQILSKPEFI
HttQ103 aggreg = reduces HttQ103-GFP aggregates in PC12 cells | PC12 HttQ103-GFP aggregates, Acumen cytometry, 40 h | Potency, µM (titrated, usually from 46.1 µM), for the others: at the highest dose activity change, negative = inhibition, usual class: inhibitors | 1.1% of 220,000 active; further: potency means the concentration at half of the fitted maximal effect; on the % scale 0 is the no-effect control and ±100 the full control effect; nearly all actives have a fitted effect of over 60% in size
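Steps: seed 1500 PC12 HTTQ103-GFP cells/well; add tebufenozide, 100 nM final; add compound titration; add ATPLite reagent; quantify GFP aggregates by laser scanning cytometry.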
Lamin A splicing = LMNA splicing modulation; HeLa LMNA splicing GFP/RFP minigene ratio, 48 h; Potency, µM (series often up to 46.1 µM), for the others: at the highest dose ratio change, negative = inhibition, usual class: inhibitors; 0.01% of 200,000 active; AID 1487; active means well fitted inhibition curve with a large enough effect in the signal ratio, with a control signal flat, not every such curve was filed as active; inconclusive means small, poorly fitted or top-dose-only effect, or effect the other way, or a change in a side signal; the % refers to the signal ratio; further: potency means the concentration at half of the fitted maximal effect; on the % scale 0 is the no-effect control and ±100 the full control effect
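Read-out is the ratio of GFP to DsRed2 object intensity, acquired by 488 nm laser-scanning cytometry on HeLa lamin A-EGFP minigene reporter cells. Compound incubation 48 hrs at 37 °C in Opti-MEM with 2% FBS; DMSO 0.5% final.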
Epigenetic reg = derepresses silenced GFP reporter in murine cells; Potency, µM (titrated, usually from 53.9 µM), for inactives: at the highest dose GFP activation, actives largely listed as activators; murine LDR cells, GFP reporter derepression, 30 h; 0.2% of 280,000 active; AID 1865; further: potency means the concentration at half of the fitted maximal effect; % of control where 0% means no effect; nearly all actives have a fitted effect of over 60% in size
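Derepression of a silenced CMV-GFP reporter in murine LDR cells is scored by enumerating GFP-positive cells with a laser-scanning microplate cytometer after 30 hours of treatment at 37 C.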
IMPase Li inh = cell-permeable IMPase inhibitors with lithium potentiation. 0.35% of 210,000 active. Potency, µM (highest dose often 59.4 µM), without a hit: at the top dose activity, negative = IMPase inhibition, most hits filed as inhibitors. CHO-M1 cells, IP1 TR-FRET (IP-One), carbachol + lithium;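 further: IP1 builds up when IMPase is blocked and the TR-FRET signal falls; potency means the concentration at half of the fitted maximal effect; plate controls were basal vehicle for no effect and high inhibitor control for full effect; nearly all actives have a fitted effect of over 50% in size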
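CHO-M1, 2000 cells/well, 16–30 h culture; cpd + low Li+, 30 min 37C; lysis with d2-IP1/Eu-anti-IP1 Ab, 10 min RT; TR-FRET 665/620 ratio and 620 channel; AC50 via Hill.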
Active calls of the source: *; ? = inconclusive; nt = no result given; [ ] = another dose, or the depositor's remark. Unless noted, the call rests on the fitted dose curve; in most records, active means well fitted curve in the direction sought with a large enough effect; inconclusive means small, poorly fitted or top-dose-only effect, or another doubt; inactive means no such curve, though single readings can be large; an effect the other way counts as inactive or inconclusive.

Each structure is followed by: CBFb RUNX1 block | Luc counter | NPSR antag | HttQ103 aggreg | Lamin A splicing | Epigenetic reg | IMPase Li inh
1	CC(=O)Nc1ccc(-c2csc(N/N=C\c3ccncc3)n2)cc1
    -4% | nt | -5% | 15%[9.22 µM] | nt | -1.0% | nt
2	CN(CCC#N)C(=O)CSc1ncnc2sc(-c3ccccc3)cc12
    5% | -2% | -19%[46.1 µM] | 19% | ? | 1.0% | -2%[38.3 µM]
3	CCN(CC)c1ncnc2c1sc1nc(N3CCOCC3)c3c(c12)CCC3
    0% | 0% | 9%[46.1 µM] | 14% | -1% | 2.3% | 9%[38.3 µM]
4	COc1cc(NC(=O)COC(=O)[C@@H]2CCCN2S(=O)(=O)c2ccc(Cl)cc2)cc(OC)c1OC
    -2% | 2% | -14%[46.1 µM] | nt | 0% | 0.0% | -6%[38.3 µM]
5	CN1CCN(C(=O)/C(=C/c2ccccc2)c2ccccc2)CC1
    -3% | 1% | -3%[46.1 µM] | 3% | 2% | 0.1% | 34%[activator][38.3 µM]
6	CCOC(=O)C(CSCC(=O)c1ccc(Cl)cc1Cl)NC(=O)OC(C)(C)C (stereo not drawn)
    -7% | -1% | -20%[46.1 µM] | 30% | 0% | 15% | 32%[activator][38.3 µM]
7	CCC(=O)Nc1ccc2c(c1)ncn2-c1ccccc1OC
    -1% | 0% | 6%[7.67 µM] | -4% | 0% | -1.2% | 3%[38.3 µM]
8	Cc1cc(N2CCCCCC2)nc(-c2ccccc2O)n1
    ? | 4% | -29%[46.1 µM] | -31% | ? | -1.1% | 25%[38.3 µM]
9	O=C(Nc1ccc(O)cc1)c1cccc(Oc2ccc([N+](=O)[O-])cc2)c1
    -1% | 0% | 9% | -5%[9.22 µM] | nt | -1.1% | 4%
10	CCCCC1=CC2=CC(=O)C(C)(OC(=O)CC)C(=O)C2=CN1CCc1ccc(Br)cc1 (stereo not drawn)
    16%[13.1 µM] | -3%[7.66 µM] | -40% | -22%[9.22 µM] | 6%[9.22 µM] | -1.9% | 3%
11	COc1cc(NC(=S)NCc2ccco2)c(OC)cc1Cl
    -3% | -1% | -19% | 5% | nt | -0.4% | 5%
12	O=[N+]([O-])c1ccc(Oc2cnc3ccccc3n2)cc1
    -24% | -1% | -13% | ? | ? | -2.6% | 8%
13	O=C(CCCn1c(=O)c2sccc2n(CC(=O)NCC2CCCO2)c1=O)NCc1ccco1 (stereo not drawn)
    1% | 9% | 16% | 10% | nt | 1.0% | 4%
14	CSc1ncccc1C(=O)NCC1CCCCC1
    0% | 2% | 7% | -6% | -12%[46 µM] | -0.4% | -2%
15	COc1ccc(C2(C(=O)Nc3ccc(C)c(C)c3)CCOCC2)cc1
    4% | 2% | -4% | 15% | -12%[46 µM] | -1.2% | -5%

Whole records, looked up by structure. Screens in order: CBFb RUNX1 block	Luc counter	NPSR antag	HttQ103 aggreg	Lamin A splicing	Epigenetic reg	IMPase Li inh
CCOC(=O)C(CSCC(=O)c1ccc(Cl)cc1Cl)NC(=O)OC(C)(C)C (stereo not drawn) is listed with -7%	-1%	-20%[46.1 µM]	30%	0%	15%	32%[activator][38.3 µM]
CN(CCC#N)C(=O)CSc1ncnc2sc(-c3ccccc3)cc12 is listed with 5%	-2%	-19%[46.1 µM]	19%	?	1.0%	-2%[38.3 µM]
CCC(=O)Nc1ccc2c(c1)ncn2-c1ccccc1OC is listed with -1%	0%	6%[7.67 µM]	-4%	0%	-1.2%	3%[38.3 µM]

Further records.
Each structure is followed by: CBFb RUNX1 block | Luc counter | NPSR antag | HttQ103 aggreg | Lamin A splicing | Epigenetic reg | IMPase Li inh
16	COc1ccc2c(c1)[C@]1(C)CCC(=O)C[C@H]1CC2
    nt | -2% | nt | nt | 3% | 5.0% | -2%
17	O=C(NCc1cccc(C(F)(F)F)c1)c1cc(Cl)ccc1Cl
    5% | 1% | -14% | -7% | ? | -0.9% | 9%
18	CCc1ccccc1N=C1SCC(=O)N1C
    0% | -7% | ? | 20% | 17% | 1.1% | -20%[38.3 µM]
19	CC(=O)NNc1nc(-c2ccc(NC(C)=O)cc2)cs1
    -25% | -2% | 24% | 8% | -19% | 1.0% | 9%
20	Cc1cccc2c(=O)cc(C)n(Cc3ccccc3)c12
    19% | 2% | -6% | -7% | ? | 0.0% | 16%
21	CCOC(=O)COc1cccc2c(=O)n(CC(=O)N3CCCc4ccccc43)ccc12
    4% | 1% | -9%[46.1 µM] | -5% | -11% | 0.0% | 29%[38.3 µM]
22	Cc1cc(C)c(-c2cc(NC(=O)COC(=O)c3ccc(C#N)cc3)n(-c3ccccc3)n2)cc1C
    -3% | -1% | -9% | -4% | 0% | -1.0% | 9%
23	CC(=O)c1cc(C)ccc1OC(=O)CCN1C(=O)C2C3c4ccccc4C(c4ccccc43)C2C1=O (stereo not drawn)
    -3% | -3% | -11%[46.1 µM] | 0% | 1% | -0.2% | 9%[38.3 µM]
24	Cc1ccc(N2C(=O)C(CN3CCCC3)C2c2ccccc2)cc1 (stereo not drawn)
    -8% | 2% | -9% | 18% | -11%[46 µM] | -3.5% | 20%
25	COCCCN(C(=O)c1ccco1)c1nc(-c2cc(OC)ccc2OC)cs1
    4% | 0% | -12%[46.1 µM] | 1% | 7% | 0.7% | 21%[38.3 µM]

Some of the entries so far, screen by screen:
8) Cc1cc(N2CCCCCC2)nc(-c2ccccc2O)n1
9) O=C(Nc1ccc(O)cc1)c1cccc(Oc2ccc([N+](=O)[O-])cc2)c1

compound no.	8	9
CBFb RUNX1 block	?	-1%
Luc counter	4%	0%
NPSR antag	-29%[46.1 µM]	9%
HttQ103 aggreg	-31%	-5%[9.22 µM]
Lamin A splicing	?	nt
Epigenetic reg	-1.1%	-1.1%
IMPase Li inh	25%[38.3 µM]	4%

High-throughput results (PubChem)

An excerpt. The share of hits here may be higher or lower than overall.
